# MCF10A rerep: DNA re-replication induction in MCF 10a cells; MCF 10A DNA re-replication, Hoechst nuclear intensity, 48 h; 350,000 compounds, 2.9% hits; Potency, µM (highest dose often 46.1 µM), for the others: top-dose activity, positive = re-replication, actives largely listed as activators; also: potency is read from the fitted curve at half-maximal effect; % of control where 0% means no effect; nearly all actives have a fitted effect of over 50% in size
# ATXN2 expr inh: inhibitors of ATXN2 expression. Potency, µM (top dose mostly 57 µM), for inactives: at the highest dose activity change, negative = inhibition, hits mostly inhibitors. 360,000 compounds, 0.72% hits. AID 1745845. HEK-293 ATXN2-luciferase reporter, luminescence, 24 h; also: potency is read from the fitted curve at half-maximal effect; % is scaled to controls: 0 for no effect and ±100 for the full control effect; nearly all actives have a fitted effect of over 55% in size
#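 ATXN2-luciferase reporter cells (luciferase flanked by upstream and downstream ATXN2 gene portions) were treated 24 h at 37 °C with compounds at up to 57 uM. SteadyGlo luminescence gave expression; GF-AFC fluorescence gave viability.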
# HT1080 IDH1KD tx: kills HT-1080 cells with IDH1 knockdown. HT-1080 IDH1 knockdown viability, ATP luminescence, 48 h. Potency, µM (highest dose often 46.1 µM), for inactives: at the top dose activity, negative = toxicity, hits mostly cytotoxic. AID 686971. 360,000 compounds, 2% hits;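 also: potency is read from the fitted curve at half-maximal effect; 0% = DMSO wells and -100% = cell-free medium wells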
#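 Knockdown cells (IDH1KD HT-1080) received compounds 2 h after plating at 750 cells/well and were kept 48 h at 37 °C in 5% FBS RPMI. A CellTiter-Glo luminescence read gave % activity for curve fitting.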
# IL1B secr inh: blocks inflammasome-driven IL-1 beta release | THP-1 LPS/ATP IL-1B secretion, AlphaLISA, 16 h; hits give low values | activity change, % at 57.5 µM | 360,000 compounds, 4.7% hits; in the data active = activity change below about -50%; inconclusive = mostly about -30% to -49%; also: % is scaled to controls: 0 for no effect and ±100 for the full control effect
#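 THP-1 cells pretreated 1 hr with compounds (up to 57.5 uM final), then stimulated with LPS (250 ng/mL final) plus ATP (1.25 mM final); secreted IL-1B measured by AlphaLISA after 16 hr, decreased signal indicating inhibition.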
# HepG2 tox: HepG2 cytotoxicity, counter-screen for TGF-b inhibitors | Potency, µM (doses to about 46.1 µM), inactives show at the highest dose activity change, negative = cytotoxicity, actives largely listed as cytotoxic | 410,000 compounds, 0.76% hits | HepG2 CAGA-GFP viability, ATP luminescence, 18 h; also: potency is read from the fitted curve at half-maximal effect; some results filed as inactive show a strong effect at the top dose
#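 HepG2 CAGA-GFP cells (1000/well, DMEM with 1% FBS) received compound, then TGF-beta at 500 pg/mL final, and were incubated 18 hours at 37 degrees C. Viability was read by CellTiter-Glo luminescence. Media-only wells were set as complete cell-killing and DMSO as no toxicity.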
# ATXN viability: reduces viability in counter-screen for ATXN expression inhibitors; Potency, µM (doses to about 56.7 µM), actives largely listed as cytotoxic; S2 cells (HEK-293 line with an ATXN2-luciferase reporter) viability, CellTiter-Fluor protease fluorescence, 24 h; 400,000 compounds, 0.49% hits; also: potency is read from the fitted curve at half-maximal effect; nearly all actives have a fitted effect of over 40% in size
# HT1080-NT tox: kills 2HG-producing HT-1080-NT fibrosarcoma cells | HT-1080-NT fibrosarcoma viability, CellTiter-Glo ATP luminescence, 48 h | 360,000 compounds, 1.6% hits | Potency, µM (doses to about 46.1 µM), for inactives: at the highest dose activity, negative = less viability, usual class: cytotoxic;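 also: NT is the 2HG producing partner of a matched IDH1 knockdown line; potency is read from the fitted curve at half-maximal effect; 0% = DMSO-treated cells and -100% = media-only wells without cells; nearly all actives have a fitted effect of over 55% in size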
#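 A 48-hour cytotoxicity screen used HT-1080-NT cells plated 2 hours before compound delivery. ATP-based CellTiter-Glo luminescence measured viability, normalized to DMSO and no-cell controls.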
# KB-3-1 cytotox: KB-3-1 parental cell cytotoxicity. 400,000 compounds, 1.4% hits. KB-3-1 viability, CellTiter-Glo ATP luminescence, 72 h. Potency, µM (doses to about 46.1 µM), without a hit: at the top dose activity change, negative = cytotoxic, usual class: cytotoxic; also: potency is read from the fitted curve at half-maximal effect; % is scaled to controls: 0 for no effect and ±100 for the full control effect; nearly all actives have a fitted effect of over 60% in size
#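 Using CellTiter-Glo luminescence, growth of non-resistant KB-3-1 adenocarcinoma cells is assessed 72 h after pin-tool compound addition at 37 °C. Normalized responses across the concentration series yield fitted curves.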
# SW480 rereplic: induces DNA re-replication in SW480 colon adenocarcinoma cells; Potency, µM (highest dose often 46.1 µM), for inactives: at the top dose re-replication activation, most hits filed as activators; SW480 DNA re-replication, Hoechst DNA content imaging, 48 h; 340,000 compounds, 1.8% hits; also: potency is read from the fitted curve at half-maximal effect; % of control where 0% means no effect; nearly all actives have a fitted effect of over 55% in size
#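 Image-based DNA-content assay: after two days of treatment, nuclei were labelled with the DNA dye Hoechst and imaged, and hits were compounds raising the count of nuclei showing high fluorescence intensity.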
# * marks the source's active call; other numbers are inactive results; i = inactive; ? = inconclusive; . = not tested or not shown; & = joins results of further samples; [ ] = dose if it differs, or a comment. Unless noted, calls follow the shape of the dose curve; as a rule, active = well fitted curve in the direction sought with a large enough effect; inconclusive = small, poorly fitted or top-dose-only effect, or another doubt; inactive = no such curve, though single readings can be large; an effect the other way counts as inactive or inconclusive.
(1) O=C(Nc1nnc(-c2cccs2)o1)c1cccc(C(F)(F)F)c1
(2) O=C(NNC(=O)c1ccc2c(c1)OCO2)NC12CC3CC(CC(C3)C1)C2
(3) Cc1ccc(C(=O)COC(=O)CNC(=O)Cc2ccccc2)cc1[N+](=O)[O-]
(4) CC(C(=O)NCc1ccc2c(c1)OCO2)N(c1ccccc1)S(C)(=O)=O (stereo unspecified)
(5) O=C1CCCC2=C1C1(CCCCC1)N=C(Nc1nc3ccccc3o1)N2
(6) CC(=O)c1c(C)c2c(n1CCN(C)C)CCCC2
(7) COc1ccccc1-c1ocnc1C(=O)N1CCN(C(=O)C(c2ccccc2)c2ccccc2)CC1
(8) O=c1nc(-c2ccccc2)n(-c2ccc(Cl)cc2)[nH]1
assay / entry | 1 | 2 | 3 | 4 | 5 | 6 | 7 | 8
MCF10A rerep | -11% | -6% | 0% | 3% | ? | ? | 9% | -4%
ATXN2 expr inh | 16µM* | 1% | -5% | 4% | 3% | -15% | -3% | -2%
HT1080 IDH1KD tx | ? | -6% | 7% | 2% | -20% | 3% | -4% | 7%
IL1B secr inh | 73 | -11 | 12 | 1 | -27 | 4 | -4 | 7
HepG2 tox | -18% | -17% | 5% | 4% | -22% | 3% | -1% | 2%
ATXN viability | ? | i | ? | i | i | ? | i | i
HT1080-NT tox | ? | -4% | 9% | 1% | -9% | -1% | 6% | 6%
KB-3-1 cytotox | -8% | -9% | 1% | 1% | -4% | 9% | ? | 19%
SW480 rereplic | ? | 0% | -1% | -2% | ? | 1% | 5% | -4%

(9) COCCCn1c(SCCc2ccccc2)nc2cc(OC)c(OC)cc2c1=N
(10) O=C(O)CN1C(=O)/C(=C/c2ccccc2Cl)Oc2ccccc21
(11) Cc1cc2nc(-c3ccc(NC(=O)c4cc5ccccc5o4)cc3)oc2cc1C
(12) CCCCNC(=O)C1(C)CCN1C(=O)c1cc(OC)ccc1Br (stereo unspecified)
(13) CCC(=O)Nc1cccc(NC(=O)CSc2nnc(C(C)C)n2CC)c1
(14) Cc1cc(NC(=O)COC(=O)COc2ccc3c4c(c(=O)oc3c2)CCC4)no1
(15) C#CCNc1c2c(nc3ncnn13)CC(C)CC2 (stereo unspecified)
(16) COc1ccc(C(=O)C2C(c3ccc(-c4ccccc4[N+](=O)[O-])o3)NC(=O)NC2(O)C(F)(F)F)cc1 (stereo unspecified)
assay / entry | 9 | 10 | 11 | 12 | 13 | 14 | 15 | 16
MCF10A rerep | 7.3µM* | 2% | . | . | 0% | -6% | 0% | 10%
ATXN2 expr inh | -13% | -8% | 97%[activator] | -4% | 1% | -24% | 1% | -10%
HT1080 IDH1KD tx | -23% | -2% | . | 10% | 3% | 17% | 2% | 10%
IL1B secr inh | -17 | 10 | . | -1 | -1 | 0 | -28 | i
HepG2 tox | -103% | -12% | -1% | -12% | 9% | 7% | 0% | -8%
ATXN viability | ? | i | i | i | i | i | i | i
HT1080-NT tox | ? | 0% | . | 14% | 7% | 12% | 13% | -1%
KB-3-1 cytotox | 3% | 15% | ? | 0% | 1% | 2% | 3% | 32%
SW480 rereplic | -14% | -9% | . | . | -2% | -1% | 6% | 2%

(17) NC(=O)c1ccccc1N/C=C1\CCCCC1=O
(18) COC(=O)c1cccc(NS(C)(=O)=O)c1C
(19) CC(C)Cn1nc(C(=O)N2CCc3ccccc32)c2ccccc2c1=O
(20) CC1=C/C(=C\C=C(C#N)C#N)N(C)c2ccccc21
(21) CCC1SC2=NC(C)=C(C(=O)OC)C(c3cccs3)N2C1=O (stereo unspecified)
(22) CCN1CCCc2cc(CN(CCN3CCOCC3)C(=S)Nc3cccc(OC)c3)ccc21
(23) CCC(=O)c1ccc(OC(=O)c2ccc(Br)o2)cc1
(24) CCOc1ccc(NC(=O)c2ccccc2-c2ccccc2C(=O)O)cc1
assay / entry | 17 | 18 | 19 | 20 | 21 | 22 | 23 | 24
MCF10A rerep | -6% | -4% | 11% | 1% | -3% | 12% | -7% | -3%
ATXN2 expr inh | . | 13% | -12% | -31% | -3% | . | 5% | 13%
HT1080 IDH1KD tx | -3% | -3% | -9% | ? | 3% | -7% | 11% | 21%
IL1B secr inh | -9 | 5 | -16 | -1 | -1 | -2 | 12 | -7
HepG2 tox | -4% | 2% | -22% | -5% | -3% | -48% | -3% | 2%
ATXN viability | i | i | i | ? | i | i | i | i
HT1080-NT tox | -15% | 10% | -7% | 23% | 5% | 1% | 11% | 5%
KB-3-1 cytotox | 3% | 5% | -6% | 22% | 0% | -27% | 12% | -3%
SW480 rereplic | ? | -11% | 3% | 2% | -13%[9.22 µM] | 23% | -4% | -2%

(25) CC(NC(=O)CCN1C(=O)c2ccccc2C1=O)c1ccccc1 (stereo unspecified)
(26) CC(NC(=O)CN1C(=O)NC2(CCCCCCC2)C1=O)c1ccccc1 (stereo unspecified)
(27) Cc1ccc(C(=O)CCC(=O)Nc2cccnc2)cc1C
(28) Cc1cccc(-n2nc(C)c3c2NC2=C(C(=O)CCC2)C3c2ccccn2)c1 (stereo unspecified)
(29) Cc1ccc(NC(=O)COC(=O)CCC(=O)c2cccs2)cc1C
(30) c1ccc(-c2cn(-c3ccccc3)c3[n+]2CCS3)cc1
(31) COc1cccc(SCc2noc(C(=O)NCCN(C)C)c2C(=O)NCCN(C)C)c1
(32) O=c1[nH]c(CN2CCN(c3ccccc3O)CC2)nc2scc(-c3ccccc3Cl)c12
assay / entry | 25 | 26 | 27 | 28 | 29 | 30 | 31 | 32
MCF10A rerep | 1% | -3% | 0% | -3% | -2% | 3% | -2% | 20%
ATXN2 expr inh | . | 6% | 3% | -8% | -8% | -35% | 2% | -27%
HT1080 IDH1KD tx | 2% | 14% | 17% | 3% | 17% | ? | -17% | ?
IL1B secr inh | -6 | 2 | 113 | 0 | 14 | -12 | -26 | -52*
HepG2 tox | -3% | 5% | 0% | 4% | 2% | -11% | -22% | -19%
ATXN viability | i | i | i | . | i | i | i | i
HT1080-NT tox | 6% | 7% | 16% | 7% | 19% | -10% | -13% | -28%
KB-3-1 cytotox | 1% | 0% | 0% | 16% | 0% | ? | 0% | ?
SW480 rereplic | -1% | -1% | 2% | 0% | -6% | 6% | 1%[9.22 µM] | -22%

(33) Cc1ccc(S(=O)(=O)c2n[nH]n3c2nc(=O)c2ccccc23)cc1
(34) NC(=O)c1c(N)sc(=S)n1-c1ccccc1
(35) COc1ccc(Cl)cc1N1C(=NC(=O)C2CCCO2)SC2CS(=O)(=O)CC21 (stereo unspecified)
(36) CCSc1ncc(Cl)c(C(=O)N2CCN(c3ccccc3OC)CC2)n1
(37) COc1cc(OC)c(NC(=O)Nc2ccc(OC)c(OC)c2)cc1Cl
(38) CC(C)(C)OC(=O)CNC(=O)c1nc[nH]c1C(=O)NCC(=O)OC(C)(C)C
(39) Cc1cc(NS(=O)(=O)c2ccc(NC(=O)/C=C/c3ccc(C)o3)cc2)nc(C)n1
(40) O=C(Cn1nc(C(F)(F)F)c2c1CCCC2)Nc1ccc(F)c(Cl)c1
assay / entry | 33 | 34 | 35 | 36 | 37 | 38 | 39 | 40
MCF10A rerep | -1% | 6.5µM* | -2% | . | -5% | ? | -3% | .
ATXN2 expr inh | -6% | 2% | -2% | -13% | 61%[activator] | 1% | . | ?
HT1080 IDH1KD tx | -8% | 2% | 7% | . | -11% | ? | 2% | .
IL1B secr inh | 16 | 7 | 47 | . | 22 | 10 | 8 | .
HepG2 tox | -14% | 0% | 3% | -36% | 7% | -1% | -8% | -86%
ATXN viability | i | i | i | ? | ? | i | i | ?
HT1080-NT tox | -5% | 0% | 0% | . | 8% | -2% | 0% | .
KB-3-1 cytotox | -10% | 7% | 16% | 6.5µM* | 9% | -4% | 1% | -4%
SW480 rereplic | -1% | -1%[9.22 µM] | ? | . | -4% | ? | -91%[inhibitor] | .

(41) O=C(N/N=C/c1ccccn1)c1cccc([N+](=O)[O-])c1
(42) COc1cc(C(=O)Nc2ccc(N3CCCS3(=O)=O)cc2)c([N+](=O)[O-])cc1OC
(43) CC(C)C[C@@H](CSc1ccccc1)N1CCN(CC(C)C)CCC1=O
(44) CNC(=O)C1CCCN1S(=O)(=O)c1ccc(OC)cc1 (stereo unspecified)
(45) COC(=O)COc1cccc(NC(=O)c2cc(OC)cc(OC)c2)c1
(46) CCCC(CCC(=O)Nc1cccc([N+](=O)[O-])c1)C(=O)O (stereo unspecified)
(47) COc1ccc(NCc2nnc3n2CCCCC3)c(OC)c1
(48) CC(=O)/C(N=Nc1ccc(C(=O)O)cc1)=C(\C)O
(49) Cc1ccc(-c2nnc(N3CCOCC3)c3ccccc23)cc1S(N)(=O)=O
(50) N#CC1=CN(Cc2ccccc2)C=C(/C=N/Nc2ccccc2)C1
(51) CCOC(=O)c1cc(-c2ccccc2)sc1NC(=O)C(C)C
assay / entry | 41 | 42 | 43 | 44 | 45 | 46 | 47 | 48 | 49 | 50 | 51
MCF10A rerep | 16% | 0% | 20% | 1% | -7% | 2% | . | -1% | 3% | ? | ?
ATXN2 expr inh | ? | -6% | 21% | -11% | -15% | 27% | 9% | 7% | -8% | -12% | -8%
HT1080 IDH1KD tx | ? | -12% | 4% | 6% | -11% | 1% | . | -1% | -6% | ? | 12%
IL1B secr inh | -96* | -6 | -4 | -6 | -100* | 5 | . | 4 | 75 | -80* | -22
HepG2 tox | -26% | -15% | -30%&-4% | -8% | -37% | 5% | -15% | -15% | 1% | -30% | -4%
ATXN viability | i | i | i | ? | i | i | i | i | i | . | i
HT1080-NT tox | -24% | -10% | 5% | 11% | -27% | 0% | . | -7% | -9% | ? | 19%
KB-3-1 cytotox | -7% | 3% | -13%&-22% | 0% | -12% | 18% | -6% | -10% | 12% | ? | 19%
SW480 rereplic | ? | 1% | 4% | -2% | 6% | -4% | . | -8% | -7% | 10% | 1%
